Screening results (PubChem)
AMPAR-TARP mod: modulators of GluA2-stargazin AMPA receptor complexes, primary screen, cell-based, membrane potential dye; calls only at 30 µM; HEK293 GluA2+stargazin, membrane potential dye (FDSS), glutamate EC50; hits were called plate by plate, in both directions; 3.5% of 40,000 active;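 active = any of four per-well response measures lying three or more SD from its plate-wide compound average, in either direction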
Target sequence (O88602 whole entry, looked up): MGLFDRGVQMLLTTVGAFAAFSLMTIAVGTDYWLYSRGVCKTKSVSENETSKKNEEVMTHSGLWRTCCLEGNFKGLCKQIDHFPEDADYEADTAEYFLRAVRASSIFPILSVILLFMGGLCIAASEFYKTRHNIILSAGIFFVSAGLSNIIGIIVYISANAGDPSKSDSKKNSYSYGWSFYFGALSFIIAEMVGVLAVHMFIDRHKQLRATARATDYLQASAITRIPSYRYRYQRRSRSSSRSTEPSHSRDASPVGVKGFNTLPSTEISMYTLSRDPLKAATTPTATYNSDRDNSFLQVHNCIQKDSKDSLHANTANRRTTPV
Target sequence (P19491 whole entry, looked up): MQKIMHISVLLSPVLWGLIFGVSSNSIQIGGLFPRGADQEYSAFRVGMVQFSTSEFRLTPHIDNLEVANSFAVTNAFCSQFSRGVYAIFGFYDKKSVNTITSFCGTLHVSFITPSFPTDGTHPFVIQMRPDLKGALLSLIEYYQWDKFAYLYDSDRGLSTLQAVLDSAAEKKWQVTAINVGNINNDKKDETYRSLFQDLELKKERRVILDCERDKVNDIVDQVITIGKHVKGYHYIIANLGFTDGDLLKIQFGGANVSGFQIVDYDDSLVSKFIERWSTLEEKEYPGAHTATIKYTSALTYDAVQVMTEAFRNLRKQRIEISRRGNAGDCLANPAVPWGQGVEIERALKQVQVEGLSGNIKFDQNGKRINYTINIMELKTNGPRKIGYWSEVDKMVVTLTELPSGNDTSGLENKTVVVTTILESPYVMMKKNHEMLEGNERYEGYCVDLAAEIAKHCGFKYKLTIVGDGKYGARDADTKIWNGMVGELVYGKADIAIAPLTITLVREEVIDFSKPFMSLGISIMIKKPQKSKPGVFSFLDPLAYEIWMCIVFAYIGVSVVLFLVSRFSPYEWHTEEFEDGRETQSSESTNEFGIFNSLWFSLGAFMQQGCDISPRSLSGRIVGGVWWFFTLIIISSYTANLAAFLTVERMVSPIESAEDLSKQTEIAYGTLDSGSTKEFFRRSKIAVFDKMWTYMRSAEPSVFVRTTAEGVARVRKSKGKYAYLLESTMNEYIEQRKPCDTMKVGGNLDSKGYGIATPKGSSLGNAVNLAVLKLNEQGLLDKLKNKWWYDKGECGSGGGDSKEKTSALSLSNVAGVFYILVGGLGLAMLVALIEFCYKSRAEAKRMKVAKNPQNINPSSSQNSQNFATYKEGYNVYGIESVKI
AMPAR-TARP mod agonism max-min: further read-out of AMPAR-TARP mod, marked with its call; compound max-min signal; compound-alone response (agonism);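 unitless range of fluorescence divided by baseline over first 100 seconds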
AMPAR-TARP mod glutamate slope: second read-out of AMPAR-TARP mod, no call of its own (marks repeat the call); glutamate slope, % of max; measured here: glutamate response slope, % max;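 scaled per plate between vehicle wells and maximal 1 mM glutamate control wells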
* hit, by the source's call; i = inactive; + = active, no number.

The opening 17 compounds (preview)
AMPAR-TARP mod	AMPAR-TARP mod agonism max-min	AMPAR-TARP mod glutamate slope	SMILES
i	0.088	29	COc1ccccc1-c1ccc(=O)n(CC(=O)N2CCN(c3ccc(-c4ccccn4)nn3)CC2)n1
i	0.067	59	COc1ccc(-c2nnc(NCCc3ccc(OC)c(OC)c3)[nH]c2=O)cc1
i	0.12	56	COc1ccc(NC(=O)c2cc3c(=O)n4cccc(C)c4nc3n2C)cc1[N+](=O)[O-]
i	0.087	64	Cc1ccc(S(=O)(=O)Nc2nc(CCC(=O)NC3CCCCCC3)cs2)cc1
i	0.085	56	COc1ccc(NC(=O)c2ccc(C)c(S(=O)(=O)N3CCCCC3)c2)c(OC)c1
i	0.044	54	COCCN1CCC(CNS(=O)(=O)c2cc(Cl)ccc2C)CC1
i	0.078	54	O=C(Nc1cc2ccccc2oc1=O)c1cc(-c2ccco2)n(C2CCS(=O)(=O)C2)n1 (centres undefined)
i	0.13	64	CN1C(=O)C(C)(C)COc2cc(NC(=O)CCSc3ccccc3)ccc21
i	0.056	53	CCc1ccc(-n2c(-c3ccccc3)cn3c4c(=O)n(CCN5CCOCC5)c(=O)n(C)c4nc23)cc1
i	0.035	46	COc1ccc(-c2ccc(=O)n(CC(=O)N3CCCCCC3)n2)cc1
i	0.077	57	CC(=O)Nc1cccc(NC(=O)CCc2csc(NC(=O)c3ccc(F)cc3)n2)c1
i	0.029	59	COC(CNC(=O)C(=O)Nc1c2c(nn1C(C)(C)C)CSC2)OC
i	0.11	74	COc1ccc(N2CCN(S(=O)(=O)c3ccc(F)c(C(=O)Nc4ccc(C(C)C)cc4)c3)CC2)cc1
i	0.061	71	C=CCN1C(=O)SC(CC(=O)Nc2ccc(NC(C)=O)cc2)C1=O (centres undefined)
i	0.038	43	COc1ccc(CCS(=O)(=O)NCC2CCN(C(=O)/C=C/c3ccco3)CC2)cc1
i	0.029	37	Cc1ccc(NS(=O)(=O)c2c(C)cc(C)c(N(C)S(C)(=O)=O)c2C)cc1
i	0.029	45	Cc1cc(NC(=O)CCCc2ccccc2)n(C2CCS(=O)(=O)C2)n1 (centres undefined)

This part in full, from the start:
AMPAR-TARP mod	AMPAR-TARP mod agonism max-min	AMPAR-TARP mod glutamate slope	SMILES
i	0.088	29	COc1ccccc1-c1ccc(=O)n(CC(=O)N2CCN(c3ccc(-c4ccccn4)nn3)CC2)n1
i	0.067	59	COc1ccc(-c2nnc(NCCc3ccc(OC)c(OC)c3)[nH]c2=O)cc1
i	0.12	56	COc1ccc(NC(=O)c2cc3c(=O)n4cccc(C)c4nc3n2C)cc1[N+](=O)[O-]
i	0.087	64	Cc1ccc(S(=O)(=O)Nc2nc(CCC(=O)NC3CCCCCC3)cs2)cc1
i	0.085	56	COc1ccc(NC(=O)c2ccc(C)c(S(=O)(=O)N3CCCCC3)c2)c(OC)c1
i	0.044	54	COCCN1CCC(CNS(=O)(=O)c2cc(Cl)ccc2C)CC1
i	0.078	54	O=C(Nc1cc2ccccc2oc1=O)c1cc(-c2ccco2)n(C2CCS(=O)(=O)C2)n1 (centres undefined)
i	0.13	64	CN1C(=O)C(C)(C)COc2cc(NC(=O)CCSc3ccccc3)ccc21
i	0.056	53	CCc1ccc(-n2c(-c3ccccc3)cn3c4c(=O)n(CCN5CCOCC5)c(=O)n(C)c4nc23)cc1
i	0.035	46	COc1ccc(-c2ccc(=O)n(CC(=O)N3CCCCCC3)n2)cc1
i	0.077	57	CC(=O)Nc1cccc(NC(=O)CCc2csc(NC(=O)c3ccc(F)cc3)n2)c1
i	0.029	59	COC(CNC(=O)C(=O)Nc1c2c(nn1C(C)(C)C)CSC2)OC
i	0.11	74	COc1ccc(N2CCN(S(=O)(=O)c3ccc(F)c(C(=O)Nc4ccc(C(C)C)cc4)c3)CC2)cc1
i	0.061	71	C=CCN1C(=O)SC(CC(=O)Nc2ccc(NC(C)=O)cc2)C1=O (centres undefined)
i	0.038	43	COc1ccc(CCS(=O)(=O)NCC2CCN(C(=O)/C=C/c3ccco3)CC2)cc1
i	0.029	37	Cc1ccc(NS(=O)(=O)c2c(C)cc(C)c(N(C)S(C)(=O)=O)c2C)cc1
i	0.029	45	Cc1cc(NC(=O)CCCc2ccccc2)n(C2CCS(=O)(=O)C2)n1 (centres undefined)
i	0.11	65	C#CCOCC(O)CN1CCN(C(=O)OCC)CC1 (centres undefined)
i	0.043	41	Cc1ccc2c(c1)NC(SCC(=O)NCCC1=CCCCC1)=NS2(=O)=O
i	0.056	26	O=C(Nc1ccccc1C(=O)N1CCOCC1)c1ccc(F)cc1
i	0.084	41	CN1CCN(n2c3c(c(SCC(=O)Nc4ccc(OC(F)(F)F)cc4)nc2=O)CCCC3)CC1
i	0.12	73	CCOCCn1c(=O)c2c(nc3n(-c4ccccc4)c(C)cn23)n(C)c1=O
i	0.072	32	CCCn1c(=O)c2c(nc3n2CC(C)CN3c2ccc(Oc3ccccc3)cc2)n(C)c1=O (centres undefined)
i	0.06	69	C=CCSc1nnc(-c2ccccc2NC(=O)c2cccc(S(=O)(=O)N3CCCC3)c2)o1
i	0.13	55	O=C(Nc1cc(F)ccc1F)c1ccc(S(=O)(=O)NCc2ccc3c(c2)OCO3)o1
i	0.082	31	Cn1c(=O)[nH]c(=O)c2c1nc(N1CCN(CC(N)=O)CC1)n2Cc1ccc(Cl)cc1
i	0.1	84	COc1cccc(/C=C2/SC(=S)N(c3cccnc3)C2=O)c1OC
i	0.11	49	CCN(CC)c1ccc(N2CCN(S(=O)(=O)c3ccc(OC)c(OC)c3)CC2)nn1
i	0.11	41	O=C(NCC(O)c1ccc(C(F)(F)F)cc1)C(=O)Nc1ccc(OC(F)(F)F)cc1 (centres undefined)
i	0.072	63	CC(C)c1ccc(NC(=O)Cn2nc3ccc(SCc4ccc(Cl)cc4)nn3c2=O)cc1
i	0.055	58	CCOc1ccc(C(=O)NCC2(c3ccc(OC)cc3)CCCC2)cc1
i	0.068	51	O=C(CSc1ccc(F)cc1)N(CCN1CCOCC1)c1nc2c(F)cccc2s1
i	0.13	48	O=C(NCc1ccsc1)c1ccc(Cl)c(Cl)c1
i	0.11	34	Cn1nc(C2CCCN(C(=O)c3cnn(-c4ccccc4)n3)C2)n(-c2ccccc2)c1=O (centres undefined)
i	0.12	58	COc1ccc(-c2nc3c4cnn(-c5cc(Cl)ccc5C)c4ncn3n2)cc1OC
i	0.12	58	COc1ccc(CCNS(=O)(=O)c2ccc(C(=O)Nc3ncccc3C)o2)cc1OC
i	0.12	8	CCNC(=O)c1nsc(C(=O)NCc2ccc(OCC)cc2)c1N
i	0.044	44	CNC(=O)C1Cc2ccccc2N1C(=O)c1ccc(S(=O)(=O)N2CCCCC2)cc1 (centres undefined)
+	0.23*	33*	COc1cc(S(=O)(=O)Nc2cc(Cl)ccc2O)ccc1Cl
i	0.083	47	OC(COCCOc1ccc(Cl)cc1)CN1CCN(c2ccc(F)cc2)CC1 (centres undefined)
i	0.078	60	Cc1cccc(OCC(=O)NCC2(O)CCCC2)c1
i	0.079	66	CCc1ccc(S(=O)(=O)NCC2CCN(C(C)C)CC2)s1
i	0.087	63	COCCNC(=O)Cn1nc2c(c1NC(=O)C1CC(=O)N(c3ccccc3)C1)CSC2 (centres undefined)
i	0.055	54	COc1ccc(NC(=O)CCN2C(=O)c3ccccc3S2(=O)=O)c(OC)c1
i	0.083	64	COc1ccccc1NC(=O)CSC1=NC2(CCCCC2)Nc2ccccc21
i	0.11	1	O=C(Nc1ccc(S(=O)(=O)N2CCc3ccccc32)cc1)c1ccc(Br)o1
i	0.11	75	CCOC(=O)N1CCN(S(=O)(=O)CCNC(=O)c2cccc(OC)c2)CC1
i	0.15	56	CCc1ccc(S(=O)(=O)c2cnc(SCC(=O)Nc3ccc(C)c(Cl)c3)[nH]c2=O)cc1
i	0.074	38	O=C(Cc1ccc(NS(=O)(=O)Cc2ccccc2Cl)cc1)NCc1cccs1
i	0.11	52	COc1ccc(NC(=O)c2ccc(N3CCCCS3(=O)=O)cc2)cc1Cl
i	0.096	55	CC(=O)c1ccc(N2CCN(C(=O)C3CN(C(=O)c4c[nH]c5ccccc45)C3)CC2)cc1
i	0.1	50	CCCCOc1ccc(NC(=O)N2CCC(c3nn(C)c(=O)n3-c3ccccc3)CC2)cc1
i	0.098	46	CC(=O)N1CCN(C(=O)c2nn(-c3ccc(F)cc3)cc2OCc2ccccc2)CC1
i	0.087	63	COc1ccc(-n2nnc(C(=O)OCc3ccccc3)c2C)cc1Cl
i	0.1	56	CC(C)S(=O)(=O)c1cccc(C(=O)Nc2nc(-c3cc([N+](=O)[O-])cs3)cs2)c1
i	0.086	55	C#CC1(OCC(O)CN2CCN(c3ccccc3)CC2)CCCCC1 (centres undefined)
i	0.11	39	COc1ccc(NC(=O)Cn2c(=O)c(CNc3ccc(C)cc3)cc3cc4c(cc32)OCCO4)cc1
+	0.23*	61*	CSCCn1c(=NC(=O)c2ccn(C)n2)sc2cc3c(cc21)OCCO3
i	0.066	53	CCOc1ccc(NC(=O)N2CCN(c3ccc(C)nn3)CC2)cc1
i	0.098	64	Cc1cc(NS(=O)(=O)c2cccc(Cl)c2)n(C2CCS(=O)(=O)C2)n1 (centres undefined)

Other structures.
AMPAR-TARP mod	AMPAR-TARP mod agonism max-min	AMPAR-TARP mod glutamate slope	SMILES
i	0.1	54	CC(=O)Nc1ccc2c(c1)CCCN2S(=O)(=O)c1ccc(C)cc1
i	0.11	59	Nc1c(C(=O)Nc2ccccc2C(F)(F)F)nnn1-c1ccc(Cl)cc1
i	0.12	61	COc1ccccc1N1CCN(C(=O)CCc2csc(NC(=O)c3ccccc3)n2)CC1
i	0.028	42	CCCOc1ccc(S(=O)(=O)NCc2ccsc2)cc1C
i	0.079	54	O=C(CSc1nc(=O)n(CC2CCCO2)c2c1CCC2)Nc1ccccc1[N+](=O)[O-] (centres undefined)
i	0.089	69	COc1ccc(-n2nnc3c(N4CCN(C(=O)COc5cccc(OC)c5)CC4)ncnc32)cc1
i	0.062	41	COc1ccc(S(=O)(=O)NCCC(=O)N2CCCC2)cc1N(C)S(=O)(=O)c1ccccc1
i	0.066	35	CN(C1CCCC1)S(=O)(=O)c1ccc(C(=O)Nc2nc(-c3cccc([N+](=O)[O-])c3)cs2)cc1
i	0.094	62	COc1ccc(CCN2C(=O)C(O)=C(C(=O)C3CC3)C2c2ccc(F)cc2)cc1OC (centres undefined)
i	0.038	61	CCCCc1cc(=O)oc2c(C)c(OCC(=O)Nc3c(C)cccc3C)ccc12
+	0.17*	21*	COc1cc(/C=C/c2ccc3cccc(O)c3n2)ccc1O
i	0.1	79	COc1ccc(S(=O)(=O)N2CCCc3cc(NS(=O)(=O)c4ccccc4F)ccc32)cc1
i	0.1	68	CCOC(=O)CCn1c(=O)c2c(nc3n(-c4cccc(C)c4)c(C)c(C)n23)n(C)c1=O
i	0.034	42	COc1ccc(NC(=O)c2ccc(=O)n(CC(=O)Nc3ccc(NC(C)=O)cc3)n2)cc1
i	0.11	60	CC1CC(=O)Nc2c1c(NC(=O)C(=O)c1c[nH]c3ccccc13)nn2C (centres undefined)
i	0.084	56	CS(=O)(=O)c1ccc([N+](=O)[O-])c(NCCCC(=O)O)c1
i	0.064	65	Cc1ccc(Oc2ccc(C(=O)NCCNc3ccc(-n4cccn4)nn3)cc2)nn1
i	0.07	1	CCc1cccc(NC(=O)C2CCCCC2C(=O)O)c1 (centres undefined)
i	0.1	62	Cc1cccc(N2CCN(S(=O)(=O)CCNC(=O)C(C)Oc3ccccc3)CC2)c1 (centres undefined)
i	0.094	81	O=C(NCc1ccncc1)C(=O)Nc1ccc(F)c([N+](=O)[O-])c1
i	0.16	59	COc1cccc(C2=NN(S(C)(=O)=O)C(c3ccc4nccnc4c3)C2)c1 (centres undefined)
i	0.091	64	Cc1c(C(=O)N2CCOCC2)c(C(F)(F)F)nn1C1CCN(C)CC1
i	0.03	45	C/C=C/Cn1c(Sc2nc3ccccc3s2)nc2c1c(=O)[nH]c(=O)n2C
i	0.099	61	CS(=O)(=O)N1CCCCC1C(=O)Nc1nnc(C2CCCCC2)o1 (centres undefined)
i	0.072	62	CSc1ncccc1C(=O)NCCC(O)c1cccs1 (centres undefined)
i	0.16	76	CCOC(=O)c1sc(NC(=O)c2ccc3ncsc3c2)c(C(=O)OCC)c1C
i	0.16	68	COc1ccc(CCn2c(SCC(N)=O)nc3c2c(=O)[nH]c(=O)n3C)cc1
i	0.16	90	COc1cc(OC)cc(C(=O)Nc2nnc(-c3cc(C)ccc3C)o2)c1
i	0.091	37	CCNC(=O)C1CCN(c2cc(SCC(=O)Nc3ccc(C)cc3)ncn2)CC1
i	0.09	44	Cc1ccc(-c2cc(=O)n(CC(=O)Nc3nc(C)cs3)cn2)cc1
i	0.13	66	Cc1nc2ccc3nc(NC(=O)c4ccn(C(C)C)n4)sc3c2s1
i	0.077	50	Cc1c(Cl)cccc1NC(=O)c1ccc(=O)n(Cc2ccc(F)cc2)n1
i	0.11	46	COc1ccc(Br)c(C(=O)NCC(C)(O)c2ccc3c(c2)OCO3)c1 (centres undefined)
i	0.11	61	COc1ccc(Cl)cc1NC(=O)Nc1c(C)nc2sccn2c1=O
i	0.14	46	CS(=O)(=O)N1CCN(CCNC(=O)C2c3ccccc3Oc3ccccc32)CC1
i	0.05	53	O=C(Cc1ccccc1)NCCS(=O)(=O)N1CCN(Cc2ccccc2)CC1
i	0.064	62	COc1cc(CN2CCC(c3nnc(C)s3)CC2)cc(OC)c1
i	0.083	37	COC(=O)c1cccc(NS(=O)(=O)c2ccc(F)cc2)c1C
i	0.086	38	CC(C)C(=O)Nc1ccc(C(=O)NCCNC(=O)c2cc3ccccc3oc2=O)cc1
i	0.1	66	Cn1cccc1C(O)CNC(=O)Cn1c(=O)oc2ccccc21 (centres undefined)
i	0.082	70	CCOc1ccc(CC(=O)N2CCN(c3nccn3CC)CC2)cc1
+	0.22*	62*	O=C1/C(=C/c2cccs2)Oc2cc(O)ccc21
i	0.062	59	O=C(NCC1(c2cccs2)CCCC1)C12CC3CC(CC(C3)C1)C2

These rows are one share of the data. The share of hits here may be higher or lower than overall.
